High-throughput results from PubChem BioAssay.
Pf growth 48h = Primary qHTS for delayed death inhibitors of the malarial parasite plastid, 48 hour incubation | actives 5.9% (n = 310,000) | Potency, µM (top dose mostly 28.7 µM), for inactives: at the top dose activity change, negative = inhibition, usual class: inhibitors | P. falciparum luciferase growth in erythrocytes, 48 h | AID 504832, 2011; also: potency is read from the fitted curve at half-maximal effect; % is scaled to controls: 0 for no effect and ±100 for the full control effect
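Luciferase-expressing parasites in RBCs, 2% Hct / 0.1% parasitemia final; RPMI 1640 + 0.5% Albumax; 37 C, 5% CO2, one generation; luminescence read-out, lower signal = inhibition.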
Pf growth 96h = Primary qHTS for delayed death inhibitors of the malarial parasite plastid, 96 hour incubation; P. falciparum luciferase reporter growth, 96 h; actives 6.9% (n = 320,000); Potency, µM (series often up to 28.7 µM), for inactives: at the top dose activity change, negative = inhibition, most hits filed as inhibitors; AID 504834, 2011; also: potency is read from the fitted curve at half-maximal effect; % is scaled to controls: 0 for no effect and ±100 for the full control effect
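Plates of compound plus infected erythrocytes (2% hematocrit, 0.05% parasitemia final) incubate 96 hours, 37 C, 5% CO2. Detection reagent added; reduced luminescence from the parasites' luciferase reporter flags inhibition.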
TbPYK inhibitor = qHTS of Trypanosoma Brucei Inhibitors; actives 0.12% (n = 410,000); Potency, µM (titrated, usually from 76.8 µM), without a hit: at the top dose activity, negative = inhibition, hits mostly inhibitors; pyruvate kinase (Trypanosoma brucei), Q57TT1; TbPYK enzyme, Kinase-Glo Plus ATP luminescence, 45 min; also: potency is read from the fitted curve at half-maximal effect; % is scaled to controls: 0 for no effect and ±100 for the full control effect; nearly all actives have a fitted effect of over 50% in size
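Assay buffer: 50 mM TEA pH 7.2, 100 mM KCl, 10 mM MgCl2, 0.05% BSA, 0.01% Tween-20. Pyruvate kinase from T. brucei plus substrate met compound, then ADP (130 uM final). Luminescence was read post 45 min RT.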
Cycloheximide cs = Cycloheximide Counterscreen for Small Molecule Inhibitors of Shiga Toxin | cell reporter, cycloheximide protein synthesis inhibition counterscreen | max response, % | actives 12% (n = 300,000) | AID 2314, 2010; in the data active = max response mostly above about 13%, no sharp cut-off; inactive = mostly below about 14%; also: read at 38.3 µM for the half of the compounds with a filed dose; 0% is about no effect
Shiga inhibitor = A qHTS for Small Molecule Inhibitors of Shiga Toxin; inhibition, % at 38.7 µM; Vero cells, Shiga toxin protein synthesis inhibition reporter; actives 9.2% (n = 290,000); in the data active = inhibition mostly above about 28%, no sharp cut-off; inactive = mostly below about 43%; also: 0% is about no effect
AMA1-RON2 inh = qHTS for Inhibitors of AMA1-RON; Towards Development of Antimalarial Drug Lead: Primary Screen; AID 720542, 2013; Plasmodium falciparum AMA1 (3D7) - RON2 peptide interaction; AlphaScreen AMA1-biotinylated RON2 peptide binding; Potency, µM (doses to about 58.2 µM), for the others: at the top dose activity change, negative = inhibition, usual class: inhibitors; actives 0.2% (n = 360,000);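 also: potency is read from the fitted curve at half-maximal effect; 0% = vehicle wells and -100% = peptide control; nearly all actives have a fitted effect of over 45% in size; some results filed as inactive show a strong effect at the top dose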
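AMA1 (3D7) with his tag at 25 nM final met compounds first, then biotinylated RON2 peptide at 25 nM; detection used donor plus acceptor beads, 10 µg/mL apiece, read by AlphaScreen after 30 min at room temperature.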
LmPK inh = qHTS Assay for Inhibitors of Leishmania Mexicana Pyruvate Kinase (LmPK); purified LmPK, Kinase-Glo ATP luminescence, 1 h; actives 0.37% (n = 290,000); Q27686; Potency, µM (top dose mostly 57.5 µM), inactives show at the top dose activity change, negative = inhibition, most hits filed as inhibitors; also: potency is read from the fitted curve at half-maximal effect; % is scaled to controls: 0 for no effect and ±100 for the full control effect
Target sequence (Q27686 whole entry, looked up): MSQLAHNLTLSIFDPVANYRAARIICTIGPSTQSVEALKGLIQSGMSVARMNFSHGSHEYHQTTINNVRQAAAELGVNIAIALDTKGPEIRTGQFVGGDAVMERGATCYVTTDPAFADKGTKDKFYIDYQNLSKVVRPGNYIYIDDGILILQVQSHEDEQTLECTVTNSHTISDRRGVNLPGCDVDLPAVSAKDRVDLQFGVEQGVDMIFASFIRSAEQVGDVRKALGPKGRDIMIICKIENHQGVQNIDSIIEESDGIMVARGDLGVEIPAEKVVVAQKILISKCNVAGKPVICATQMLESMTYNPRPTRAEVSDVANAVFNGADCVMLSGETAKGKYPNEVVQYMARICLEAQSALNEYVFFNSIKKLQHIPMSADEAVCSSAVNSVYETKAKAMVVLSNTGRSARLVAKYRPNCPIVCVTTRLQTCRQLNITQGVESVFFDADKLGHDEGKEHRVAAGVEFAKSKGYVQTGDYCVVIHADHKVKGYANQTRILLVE
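Kinase-Glo luminescence read after 1 h RT reaction of 0.1 nM LmPK with 0.5 mM PEP and 0.1 mM ADP. Activity scaled between uninhibited and enzyme-free controls.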
* marks the source's active call; other numbers are inactive results; ? = inconclusive; / = not tested or not shown; + = active, no number; [ ] = another dose, or the depositor's remark. Unless noted, calls follow the shape of the dose curve; as a rule, active = well fitted curve in the direction sought with a large enough effect; inconclusive = small, poorly fitted or top-dose-only effect, or another doubt; inactive = no such curve, though single readings can be large; an effect the other way counts as inactive or inconclusive.

SMILES | Pf growth 48h | Pf growth 96h | TbPYK inhibitor | Cycloheximide cs | Shiga inhibitor | AMA1-RON2 inh | LmPK inh
CCOc1ccc(N=C(NN)c2ccc3ccccc3n2)cc1 | 85%[activator] | -3% | -24% | 44* | 31* | 35%[activator] | 1%
CCOc1c(Br)cc(Br)cc1/C=C1\SC(N)=NC1=O | -11% | ? | -7% | -4 | -8 | 3% | -5%
CCOC(=O)Cn1c(=O)oc2cc(S(=O)(=O)Nc3cccc(C)c3)ccc21 | / | 1% | -3% | -3 | -8 | 4% | 11%
O=C(NCc1nnc(SCC(=O)N2CCCCC2)o1)c1c(F)cccc1F | 11% | 34%[activator] | 2% | 1 | -1 | -5% | -4%
C=C(C)Cn1c(Sc2nnc(C)s2)nc2c1c(=O)[nH]c(=O)n2C | / | ? | 1% | 1 | -11 | -7% | 1%
COc1ccc(S(=O)(=O)O/N=C2\CCSc3ccc(C)cc32)cc1 | 2.9µM* | ? | 4% | 1 | -4 | -6% | 1%
CC(C)NC(=O)C(c1ccc(F)cc1)N(C(=O)CCC(=O)Nc1ccccn1)c1cccc(F)c1 (configuration not stated) | -1% | 0% | 4% | -8 | -1 | 0% | -9%
O=C(N/N=C/c1cn(-c2cccs2)nc1-c1ccccc1)c1ccccc1Cl | -4% | 30% | -5% | 21* | 102* | -3% | 0%
COc1cc(NC(=O)NC(C)(C(F)(F)F)C(F)(F)F)cc(OC)c1OC | 10% | / | 5% | -2 | -26 | -4% | 8%
O=C1CS/C(=N/N=C2C3CC4CC(C3)CC2C4)N1 | 6% | 13µM* | 0% | 2 | 2 | 31%[activator] | 0%
CCOC(=O)C1(Cc2ccccc2)CCN(Cc2cn[nH]c2-c2ccccc2)CC1 | ? | 10% | 3% | 5 | -8 | -6% | 0%
COc1ccc(C)cc1NC(=O)NCCCCc1ccccc1 | 15µM* | -11% | 2% | 8 | 15 | -3% | -4%
OC(COCc1cccs1)CN1CCCCCC1 (configuration not stated) | 13µM* | 5% | -13% | 7 | 1 | -2% | 11%
c1ccc2c(c1)NCCS2 | 6% | 9% | 6% | 47* | 80* | -29% | 4%
COc1ccc2c(c1)OC[C@H]1[C@H]2N2C(=O)CN(Cc3ccc(F)cc3)C(=O)[C@@]2(C)[C@H]1c1ccccc1 | ? | ? | -3% | / | / | -18% | /
COc1ccc(C(=O)N2CCN(c3ccc(C)cc3C)CC2)cc1OC | -6% | -7% | -1% | 6 | -14 | -12% | 0%
CCCCCc1ccc(OCCCC[n+]2ccc(C)cc2)c(CCCCC)c1 | 0.47µM* | 39%[activator] | -4% | -3 | 0 | -2% | 3%
COc1ccccc1N1CCN(C2CCCN(C(=O)c3ccoc3C)C2)CC1 (configuration not stated) | ? | ? | 1% | 1 | -8 | -16% | 3%
COCC(=O)N1CCCC(C(=O)c2ccc(-c3ccccc3)cc2)C1 (configuration not stated) | -6% | -6% | -2% | 11* | 12 | 3% | -8%
COCCCN(C(=O)CCOc1ccc(C(C)(C)C)cc1)c1c(N)n(Cc2ccccc2)c(=O)[nH]c1=O | 13µM* | ? | -5% | / | / | 0% | /
CCCCN1CC(=O)N2[C@H](c3ccc(OC)cc3)[C@@H]3C(=O)N(CC)C(=O)[C@@H]3[C@]2(C)C1=O | -1% | 5% | 3% | 0 | 7 | 14% | -6%
Fc1ccc(CSc2nnc(-c3cccnc3)n2Cc2ccco2)cc1 | -16% | ? | 6% | 8 | -14 | 6% | 0%
O=C(c1cccc(N2C(=O)C3C4C=CC(C4)C3C2=O)c1)N1CCN(c2ccc(F)cc2)CC1 (configuration not stated) | -8% | ? | -18% | -3 | -6 | -11% | -3%
Cc1ccc(C)c(S(=O)(=O)NCc2ccncc2)c1 | ? | ? | 0% | -1 | -10 | 7% | -5%
COc1ccc(C)cc1NC(=O)C1CCN(S(=O)(=O)c2cccs2)CC1 | -11% | ? | -22% | -2 | 7 | 14% | 1%

Reprinted at random: three records from the list
SMILES | Pf growth 48h | Pf growth 96h | TbPYK inhibitor | Cycloheximide cs | Shiga inhibitor | AMA1-RON2 inh | LmPK inh
O=C1CS/C(=N/N=C2C3CC4CC(C3)CC2C4)N1 | 6% | 13µM* | 0% | 2 | 2 | 31%[activator] | 0%
CCOc1ccc(N=C(NN)c2ccc3ccccc3n2)cc1 | 85%[activator] | -3% | -24% | 44* | 31* | 35%[activator] | 1%
CCOC(=O)Cn1c(=O)oc2cc(S(=O)(=O)Nc3cccc(C)c3)ccc21 | / | 1% | -3% | -3 | -8 | 4% | 11%

(further entries)
SMILES | Pf growth 48h | Pf growth 96h | TbPYK inhibitor | Cycloheximide cs | Shiga inhibitor | AMA1-RON2 inh | LmPK inh
COc1ccc(C2=CC(c3ccc(OC)c(OC)c3)n3nnnc3N2)c(OC)c1 (configuration not stated) | ? | ? | -2% | -4 | -7 | 24% | -2%
O=C(CNC(=O)c1ccccc1F)NCCN1C(=O)S/C(=C\c2ccc3c(c2)OCO3)C1=O | -7% | -24% | -7% | / | / | -2% | /
CC1(C)CC(=O)C2=C(C1)OC(N)=C(C#N)C2c1cc2c(cc1[N+](=O)[O-])OCO2 (configuration not stated) | 18% | 8% | -8% | -6 | -14 | ? | -1%
COc1cc(C(=S)N2CCN(c3cccc(Cl)c3)CC2)ccc1O | 36%[activator] | 11%[5.75 µM] | -8% | -4 | 2 | -21% | 0%
O=C(Nc1ccc2c(c1)OCO2)C1CC(=O)N(CCc2ccccc2)C1 (configuration not stated) | 13% | 7% | -6% | 13 | 27 | 2% | -7%
CC(C)CCNC(=O)C(c1cccs1)N(CC1CCCO1)C(=O)Cn1nnc2ccccc21 (configuration not stated) | ? | -3% | -8% | -1 | -8 | 0% | 2%
CCC(C)c1cc(S(=O)(=O)N2CCOCC2)ccc1OC (configuration not stated) | 0% | / | 1% | -6 | -8 | 4% | 0%
Cc1cc(O)c(C(=O)/C=C/c2cccc([N+](=O)[O-])c2)c(=O)o1 | ? | ? | -1% | 1 | -13 | 3% | ?
Cc1nn(C)c(Oc2ccccc2)c1[N+](=O)[O-] | -5% | / | / | 10 | -17 | -1% | 7%
Cc1ncoc1C(=O)Nc1cccc(Cl)c1C | 39%[activator] | 7% | -1% | 16* | 15 | -4% | -3%
Cn1c(O)c(N=NC(=O)CNC(=O)/C=C/c2ccccc2)c2ccccc21 | 36%[activator] | 83%[activator] | 1% | 22 | 4 | ? | 1%
CCCc1cc(=O)[nH]c(SCC(=O)c2c(N)n(C)c(=O)n(C)c2=O)n1 | 15% | 48%[activator] | -17% | 1 | -6 | 6% | -4%
C=CCNc1nc(N)c([N+](=O)[O-])c(NC2CCCCC2)n1 | 15µM* | 10µM* | 1% | -4 | 14 | -7% | 1%
COc1cc2c(cc1OC)C(c1cccs1)CC(=O)N2 (configuration not stated) | 1% | -9%[5.75 µM] | / | 7 | -10 | 18% | -2%
Cc1ccc(-c2nnn(CC(=O)N3CCC(C)CC3)n2)o1 | / | 37%[activator] | -17% | 13 | 22 | 0% | 11%
C=CCNC(=O)c1cccc(C(F)(F)F)c1 | -12% | 17% | -12% | 9 | -5 | 1% | 4%
Cc1nn(C)cc1C(C(=O)NC1CCCCC1)N(C(=O)c1cnccn1)c1ccc(Oc2ccccc2)cc1 (configuration not stated) | 5.9µM* | -12% | 15% | -1 | -2 | -4% | 0%
Cc1ccc2c(c1)sc(-c1ccc(N(C)C)cc1)[n+]2C | 0% | ? | -5% | 77* | + | -8% | 4%
Cc1cc(C(c2ccc(O)cc2)c2cc(C)c(O)cc2C)c(C)cc1O | 10% | ? | 1% | -3 | / | -7% | -4%
Cc1cccn2c(=O)c(/C=N/O)c(N3CCCC3)nc12 | 15% | 39%[activator] | -2% | -4 | -10 | 8% | -2%
CN(C)CCCNCCCNC(=O)c1ccncc1 | 0% | ? | -1% | -4 | -13 | 89%[activator] | 2%
CCc1nc(C)cn1S(=O)(=O)c1cc(F)ccc1OC | 12% | 4% | -1% | 9 | 10 | -7% | -1%
Nn1c(COc2cccc(Cl)c2)nc2ccccc2c1=O | 1% | ? | -1% | 38* | 75* | 12% | -1%
Clc1ccc(Cn2nnc(-c3ccccc3)n2)cc1 | 16% | -25% | 1% | 28* | 57* | 44%[activator] | 1%
CC(=O)Nc1nonc1-n1nnc(C(=O)NCc2ccccc2)c1C | -28% | 2.3µM* | -11% | 4 | -8 | 11% | 3%
More structures follow:
SMILES | Pf growth 48h | Pf growth 96h | TbPYK inhibitor | Cycloheximide cs | Shiga inhibitor | AMA1-RON2 inh | LmPK inh
CCOc1ccc(NC(=O)c2ccccn2)cc1 | -42% | -33% | -12% | 7 | -15 | 11% | 13µM*
CCOC(=O)c1sc(N/N=C/c2cccc(C)c2)nc1C | 59%[activator] | 154%[activator] | 0% | 16 | 16 | 33%[activator] | -3%
COC(=O)C1CCN(C(=O)COC(=O)c2ccc3[nH]c4c(c3c2)CCCC4)CC1 | ? | -15% | -9% | / | / | -11% | /
COc1ccc(-c2cc(C(F)(F)F)nc(SCC(=O)Nc3ccc4c(c3)OCO4)n2)cc1 | -13% | -105% | -5% | -1 | -7 | 0% | 2%
Cc1ccc(CN2CCN(/N=C/c3ccc(C(=O)O)cc3)CC2)c(C)c1 | -23% | ? | -2% | 2 | 13 | -6% | 3%
C/C(N)=C(/C#N)C(=O)COC(=O)C1CCN(C(=O)c2ccc(Cl)cc2)CC1 | -3% | 1% | -9% | -2 | -2 | 27% | 7%
COc1ccc(S(=O)(=O)N2CCOCC2)cc1C(=O)N1CCCCC1 | 5% | ? | -8% | -1 | -4 | -15% | 0%
Cc1ccc(-c2n[nH]c(=O)c3ccccc23)c(C)c1 | -6% | ? | 5% | -2 | / | 1% | 10%
O=C(NCCCNCCCNC(=O)c1ccc(/C=N/O)nc1)c1ccc(/C=N/O)nc1 | 9.3µM* | 2.6µM* | 6% | -2 | -6 | -44% | -1%
COc1ccc(CCNC(=O)COC(=O)C2COc3ccccc3O2)cc1 (configuration not stated) | 10% | 35%[activator] | 0% | / | / | -3% | /
Cc1ccc(-n2ccnc2SCC(=O)N(CC(C)C)C2CCS(=O)(=O)C2)c(C)c1 (configuration not stated) | ? | 4.1µM* | -23% | 0 | -17 | -12% | 4%
O=C(c1ccc(Br)cc1)c1sc(N2CCOCC2)nc1-c1ccccc1 | ? | -23% | 4% | 2 | -2 | -15% | 2%
Cc1cc2c(cc1S(=O)(=O)N1CCN(c3ccccc3)CC1)OCC(=O)N2 | 11% | 4% | -3% | 0 | -9 | 3% | 5%
O=C(CNC(=O)c1ccc2c(c1)OCCO2)N/N=C/c1cccc(Br)c1 | 53%[activator] | ? | 4% | -1 | -3 | -6% | -6%
O=C(c1c[nH]c2ccc(S(=O)(=O)N3CCC4(CC3)OCCO4)cc2c1=O)N1CCOCC1 | 0% | ? | 5% | -1 | 16 | 12% | 2%
Cc1ccc(Cn2cccc2/C=N/NC(=S)Nc2ccc(C)cc2)cc1 | ? | -29% | -3% | 9 | 9 | 24% | 4%
